Compound activity from PubChem.
NadD inh: blocks S. aureus nicotinate mononucleotide adenylyltransferase; purified NadD enzyme, colorimetric absorbance read-out; inhibition, % at 20 µM; 0.78% of 360,000 active; AID 602399; in the data active = inhibition above about 26%; note: some compounds past the cut are filed as inactive
Rin1-Abl PPI inh: human Rin1-Abl interaction inhibition; TR-FRET Rin1/Abl binding, biochemical; inhibition, % at 7.35 µM; 0.4% of 360,000 active; AID 588664; in the data active = inhibition above about 5%, passing the limit was not always enough
Rpn11 block: Rpn11 (human) deubiquitinase inhibition; human 26S proteasome, Ub4-pepOG fluorescence polarization; 20S core pre-blocked with epoxomicin; calls only at 20 µM; 0.59% of 360,000 active; AID 588493;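 active = inhibition at 20 µM, scaled to each plate's controls, above about 33%, limit read from the data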
FAS TE block: blocks the thioesterase domain of human fatty acid synthase; P49327; 0.67% of 360,000 active; recombinant FAS-TE, OMFH fluorogenic substrate, fluorescence endpoint; inhibition, % at 15 µM;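 active = compounds whose normalised, plate-corrected inhibition of enzyme fluorescence in the single-dose primary screen is 50% or more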;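 note: 0% = DMSO with enzyme and 100% = substrate without enzyme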
Neddylation inh: inhibitors of human cullin neddylation; P61081+Q13564; TR-FRET cullin neddylation, biochemical; calls only at 25 µM; 0.58% of 360,000 active; in the data active = inhibition above about 36%
Target sequence (P61081 whole entry, looked up): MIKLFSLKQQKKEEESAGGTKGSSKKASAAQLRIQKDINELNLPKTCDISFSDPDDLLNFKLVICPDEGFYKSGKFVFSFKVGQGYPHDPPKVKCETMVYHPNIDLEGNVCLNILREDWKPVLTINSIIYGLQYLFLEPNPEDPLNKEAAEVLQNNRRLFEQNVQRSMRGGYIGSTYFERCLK
Target sequence (Q13564 whole entry, looked up): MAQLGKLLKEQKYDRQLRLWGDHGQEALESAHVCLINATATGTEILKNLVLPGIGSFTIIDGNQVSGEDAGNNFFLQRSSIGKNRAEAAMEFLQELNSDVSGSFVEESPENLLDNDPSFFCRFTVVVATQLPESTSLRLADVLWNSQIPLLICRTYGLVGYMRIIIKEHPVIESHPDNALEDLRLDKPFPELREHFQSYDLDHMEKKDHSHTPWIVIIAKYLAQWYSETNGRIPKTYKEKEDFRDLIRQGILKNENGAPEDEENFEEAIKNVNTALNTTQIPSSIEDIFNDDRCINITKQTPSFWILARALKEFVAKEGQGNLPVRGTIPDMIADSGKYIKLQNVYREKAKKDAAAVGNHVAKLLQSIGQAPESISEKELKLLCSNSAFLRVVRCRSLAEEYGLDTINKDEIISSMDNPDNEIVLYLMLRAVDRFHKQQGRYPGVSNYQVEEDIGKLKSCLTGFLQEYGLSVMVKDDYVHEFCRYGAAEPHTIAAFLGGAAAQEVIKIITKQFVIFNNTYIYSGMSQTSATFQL
MLLE-PAM2 inh: blocks PAM2 peptide binding to the PABP1 MLLE domain; P11940; GST-MLLE / FITC-PAM2 fluorescence polarization; inhibition, % at 20 µM; 0.36% of 360,000 active; in the data active = inhibition above about 35%, passing the limit was not always enough;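 note: plate controls were DMSO wells with GST-MLLE for no effect and wells lacking GST-MLLE protein for full effect; some results filed as inactive read as strong as hits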
MT1-MMP act inh: blocks activation of human MT1-MMP; 0.061% of 360,000 active; P50281; GFP/RFP ratio change, % at 20 µM; HT1080 RFP-PRO-GFP cells, GFP/RFP ratio fluorescence, overnight; percent of plate control window, DMSO zero;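 active = GFP/RFP ratio change of at least 30% with cell ATP level not reduced by more than half and red fluorescence within 50% of control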; note: strong numbers were not always called active
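Compound: 20 µM single dose, 1% DMSO / System: HT1080 RFP-PRO-GFP cells / Controls: DMSO and RFP-L50D-GFP cell wells / Read-out basis: GFP/RFP fluorescence ratio / Schedule: overnight compound exposure at 37 °C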
SKN-1 inh: blocks SKN-1 activity in C. elegans. C. elegans VP596 Pgst-4::GFP/RFP ratio, acrylamide-induced, 24 h. inhibition, % at 21.8 µM. 0.49% of 360,000 active;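 active = interference check ratio from 0.5 to 1.5 plus GFP to RFP signal ratio inhibition reaching or exceeding a fixed threshold, cut at about 30% in these data, passing the limit was not always enough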; note: some compounds called inactive have numbers as strong as hits
CSN deneddyl inh: inhibitors of human CSN-mediated cullin deneddylation. Purified CSN, SCF-Nedd8-OG deneddylation, fluorescence polarization. inhibition, % at 12.5 µM. 0.38% of 360,000 active;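 active = pattern-corrected inhibition above about 35%, with an unprinted fluorescence ratio check between 0.5 and 1.5, limit read from the data, passing the limit was not always enough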;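 note: 0% = enzyme with substrate and 100% = substrate without enzyme; some results filed as inactive read as strong as hits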
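Detection – fluorescence polarization · System – HEK293T-derived human Csn5 enzyme · Controls – substrate-only high control, full reaction low control · Timing – 90 min, room temperature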
The depositor's hits bear a star; i = inactive; . = no result given.

| canonical_smiles | NadD inh | MLLE-PAM2 inh | SKN-1 inh | Neddylation inh | Rpn11 block | MT1-MMP act inh | FAS TE block | CSN deneddyl inh | Rin1-Abl PPI inh |
| --- | --- | --- | --- | --- | --- | --- | --- | --- | --- |
| COc1ccc(Cc2noc(CN3CCCC(OCc4ccccn4)C3)n2)cc1OC (centres undefined) | -1 | 19 | 7 | i | i | 0 | -6 | 0 | 0 |
| Nc1[nH]c(C(=O)c2ccccc2)c(-c2ccncc2)c1C(=O)NCc1cccc2ccccc12 | 10 | . | 5 | i | . | 2 | -1 | -2 | . |
| ON=C1CCCCCCCC1 | 1 | 13 | 4 | i | i | -2 | -12 | -4 | 4 |
| O=C(Nc1ccc(N2CCN(Cc3ccccc3)CC2)cc1)c1cccnc1 | 7 | 3 | -2 | i | i | 2 | -4 | 1 | 4 |
| Cc1cccc(C(=O)Oc2ccccc2/C=N/Nc2ccc([N+](=O)[O-])cc2)c1 | 1 | -51 | -1 | i | i | -8 | 29 | 5 | -3 |
| O=C(O)CSc1nnc(-c2ccccc2Br)n1-c1cccc(C(F)(F)F)c1 | -2 | -79 | 0 | i | i | 3 | -7 | 5 | -1 |
| O=C(CCC(=O)NNC(=S)Nc1ccccc1)NCc1ccccc1 | 2 | -9 | 15 | i | i | -6 | -5 | 0 | 2 |
| COCCOC(=O)C1=C(N)OC2=C(C(=O)CC(C)(C)C2)C1c1ccncc1 (centres undefined) | -3 | 10 | -8 | i | i | -3 | -2 | 4 | 0 |
| N#C/C(=C(/O)c1ccc([N+](=O)[O-])o1)c1nc2ccccc2[nH]1 | -1 | 16 | 5 | i | i | -285 | 7 | 4 | 0 |
| CCN1CCN(C(=O)c2cc(S(=O)(=O)N3CCCCC3)ccc2Cl)CC1 | -4 | -5 | 2 | i | i | -2 | -5 | 2 | 1 |
| O=C(/C=C/c1ccc(F)cc1)N1CCN(c2ccccn2)CC1 | -6 | 10 | -3 | i | i | -1 | -4 | 2 | 2 |
| O=C1CN(C(=O)CSc2nc3ccccc3c(=O)n2CCCN2CCOCC2)c2ccccc2N1 | -2 | -21 | -2 | i | i | -2 | -4 | 1 | -3 |

The list goes on:
| canonical_smiles | NadD inh | MLLE-PAM2 inh | SKN-1 inh | Neddylation inh | Rpn11 block | MT1-MMP act inh | FAS TE block | CSN deneddyl inh | Rin1-Abl PPI inh |
| --- | --- | --- | --- | --- | --- | --- | --- | --- | --- |
| COc1ccc(CNC(=O)COC(=O)CCn2c(C)csc2=O)cc1OC | -1 | 17 | 18 | i | i | 0 | -7 | -1 | -1 |
| COc1cccc(N(C(=O)Cc2cccs2)C(C(=O)NC2CCCC2)c2ccncc2)c1 (centres undefined) | 0 | -4 | 7 | i | i | 0 | -1 | 3 | 2 |
| CCC(C)(C)NC(=O)C1c2ccccc2Oc2ccccc21 | -8 | 2 | 2 | i | i | -1 | -2 | -4 | 2 |
| CCOC(=O)c1sc2ncn(C(C)C(=O)OCC)c(=O)c2c1C (centres undefined) | -4 | 7 | 19 | i | i | 3 | -8 | 4 | -2 |
| CCc1ccccc1NC(=O)c1cc(-c2cccs2)on1 | -4 | 6 | 7 | i | i | 0 | 11 | 0 | 2 |
| Cc1nc2sc3c(c2c(=O)n1NC(=O)CCBr)CCCC3 | 2 | -43 | 0 | i | i | -1 | -5 | 5 | 0 |
| COC(=O)C1CC2=C(CCCC2=O)N(c2ccccc2)C1=O (centres undefined) | -1 | 10 | -10 | i | i | 2 | -2 | 2 | 1 |
| CN(C(=O)c1ccc(NC(=O)c2ccco2)cc1)c1ccccc1 | -3 | -1 | 20 | i | i | 3 | -5 | 3 | -2 |
| C/C(CC(=O)NC1C2CC3CC(C2)CC1C3)=N\NC(=O)Cc1cccs1 (centres undefined) | 1 | -3 | -2 | i | i | 2 | -9 | 5 | -3 |
| Cc1c(Cl)c(C(=O)NC2C3CC4CC(C3)CC2C4)nn1C (centres undefined) | 1 | 11 | 6 | i | i | 2 | -1 | 2 | -2 |
| Cc1ccc(OCC(=O)Nc2ccc(F)cc2)cc1 | -7 | 0 | 4 | i | i | 1 | -2 | -3 | 4 |
| NC(=O)NC(=O)COC(=O)CC12CC3CC(CC(C3)C1)C2 | -3 | -8 | -12 | i | i | -2 | -2 | -12 | -3 |

Compound profiles (already shown). Values in the order: NadD inh | MLLE-PAM2 inh | SKN-1 inh | Neddylation inh | Rpn11 block | MT1-MMP act inh | FAS TE block | CSN deneddyl inh | Rin1-Abl PPI inh
`Cc1ccc(OCC(=O)Nc2ccc(F)cc2)cc1` is listed as -7 | 0 | 4 | i | i | 1 | -2 | -3 | 4
`COc1cccc(N(C(=O)Cc2cccs2)C(C(=O)NC2CCCC2)c2ccncc2)c1` (centres undefined) is listed as 0 | -4 | 7 | i | i | 0 | -1 | 3 | 2
`CN(C(=O)c1ccc(NC(=O)c2ccco2)cc1)c1ccccc1` is listed as -3 | -1 | 20 | i | i | 3 | -5 | 3 | -2
`CCC(C)(C)NC(=O)C1c2ccccc2Oc2ccccc21` is listed as -8 | 2 | 2 | i | i | -1 | -2 | -4 | 2
`Cc1nc2sc3c(c2c(=O)n1NC(=O)CCBr)CCCC3` is listed as 2 | -43 | 0 | i | i | -1 | -5 | 5 | 0

3 of the entries above in order of the MLLE-PAM2 inh value, descending:
Structure,MLLE-PAM2 inh
COC(=O)C1CC2=C(CCCC2=O)N(c2ccccc2)C1=O (centres undefined),10
Cc1ccc(OCC(=O)Nc2ccc(F)cc2)cc1,0
NC(=O)NC(=O)COC(=O)CC12CC3CC(CC(C3)C1)C2,-8

Remaining list, next part
| canonical_smiles | NadD inh | MLLE-PAM2 inh | SKN-1 inh | Neddylation inh | Rpn11 block | MT1-MMP act inh | FAS TE block | CSN deneddyl inh | Rin1-Abl PPI inh |
| --- | --- | --- | --- | --- | --- | --- | --- | --- | --- |
| CCOC(=O)c1c(C)[nH]c(C(=O)OC/C(O)=C(\C#N)c2nc3ccccc3[nH]2)c1C | 22 | -49 | 11 | i | i | -15 | -15 | 10 | -1 |
| C=CCn1c(C)cc(C(=O)COc2ncnc3sccc23)c1C | 9 | -9 | 1 | i | i | 5 | -8 | 5 | 3 |
| Cc1cc2nc(-c3nnnn3Cc3ccccc3)c(=O)[nH]c2cc1C | 9 | . | 1 | . | . | 6 | -8 | -4 | . |
| CC(Oc1ccc(F)cc1)C(=O)Nc1cc(S(=O)(=O)N2CCOCC2)ccc1N1CCCCC1 (centres undefined) | 8 | -4 | 6 | i | i | -9 | 27 | 1 | -2 |
| COc1ccc(OCCNC(=O)C2(C)CCN2Cc2ccc3ccccc3c2)cc1 (centres undefined) | -2 | -15 | 8 | i | i | -1 | 22 | -5 | -3 |
